Screens: PubChem BioAssay, several laboratories
ZTA DNA inh = counter-screen for EBNA-1 inhibitors: inhibitors of Epstein-Barr virus ZTA. inhibition, % at 11 µM. 0.15% of 320,000 active. ZTA-DNA binding, fluorescence polarization; in the data active = inhibition above about 33%
LAP4 TOR yeast = modulators of LAP4-GFP expression in yeast, primary screen, S. cerevisiae, multiplex flow cytometry, MLPCN library. 0.34% of 320,000 active. GFP response vs DMSO, % at 10 µM. 3 h; median GFP as percent of DMSO wells;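 active = GFP response vs DMSO above a set limit, about the screen mean plus 3 SD, cut at about 150% in these data; inconclusive = under 70 cell events counted for the yeast strain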
EBNA-1 inh = EBNA-1 DNA-binding inhibitors, primary screen, biochemical, fluorescence polarization. AID 1950, 2009. inhibition, % at 14.8 µM. 0.34% of 300,000 active; in the data active = inhibition above about 28%
AHR act = AHR activators, primary screen, cell-based, luminescence, luciferase reporter, human; AHR-responsive luciferase reporter cells; 2.5% of 320,000 active; AID 2796, 2010; activation, % at 5 µM; in the data active = activation above about 47%;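 also: 0% = vehicle wells and 100% = reference agonist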
Target sequence (P35869 whole entry, looked up): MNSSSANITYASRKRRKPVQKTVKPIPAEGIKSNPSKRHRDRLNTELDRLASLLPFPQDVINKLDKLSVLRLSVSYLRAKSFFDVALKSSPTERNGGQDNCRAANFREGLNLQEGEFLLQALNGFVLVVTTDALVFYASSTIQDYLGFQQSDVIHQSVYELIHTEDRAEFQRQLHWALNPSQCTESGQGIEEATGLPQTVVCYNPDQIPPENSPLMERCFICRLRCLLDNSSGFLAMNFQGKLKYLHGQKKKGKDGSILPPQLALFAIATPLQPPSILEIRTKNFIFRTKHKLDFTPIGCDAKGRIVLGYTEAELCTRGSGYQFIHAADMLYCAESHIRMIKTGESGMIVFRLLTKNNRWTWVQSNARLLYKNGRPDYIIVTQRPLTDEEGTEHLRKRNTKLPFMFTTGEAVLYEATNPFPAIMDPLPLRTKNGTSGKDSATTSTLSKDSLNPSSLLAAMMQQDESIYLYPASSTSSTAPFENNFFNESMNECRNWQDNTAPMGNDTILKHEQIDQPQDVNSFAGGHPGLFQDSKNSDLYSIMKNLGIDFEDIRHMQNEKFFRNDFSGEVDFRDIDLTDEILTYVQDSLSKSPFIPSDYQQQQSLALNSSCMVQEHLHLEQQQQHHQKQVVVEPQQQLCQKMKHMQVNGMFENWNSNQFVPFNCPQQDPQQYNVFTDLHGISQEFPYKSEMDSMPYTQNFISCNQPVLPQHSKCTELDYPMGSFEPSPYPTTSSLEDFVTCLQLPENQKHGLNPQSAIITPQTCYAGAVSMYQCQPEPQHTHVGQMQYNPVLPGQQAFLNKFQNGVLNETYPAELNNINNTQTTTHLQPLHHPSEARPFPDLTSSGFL
MEP2-GFP yeast = modulators of MEP2-GFP levels in yeast, primary screen, S. cerevisiae, multiplex flow cytometry, MLPCN library; 0.51% of 330,000 active; S. cerevisiae MEP2-GFP strain, 3 h; 100% = DMSO control level; GFP response vs DMSO, % at 10 µM; AID 2016, 2009;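 active = GFP response versus DMSO above a set limit, roughly screen mean plus 3 SD, cut at about 180% in these data; inconclusive = fewer than 70 cells counted for a yeast strain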;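 also: median GFP fluorescence of the barcode-gated MEP2-GFP cells per well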
proCasp3 act = activators of human procaspase-3 D3A mutant, primary screen, biochemical, absorbance, PC-3 D3A mutant, single concentration; Caspase-3 (Homo sapiens), P42574; recombinant procaspase-3 D3A, Ac-DEVD-pNA absorbance 405 nm; activation, % at 8.5 µM; 0.11% of 330,000 active; AID 463141, 2010;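 active = activation above the mean of all tested compounds plus 3 SD, cut at about 21% in these data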;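 also: 0% = DMSO alone and 100% = DMSO wells spiked with extra 5 µM PC-3 D3A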
Target sequence (P42574 whole entry D9A/D28A/D175A): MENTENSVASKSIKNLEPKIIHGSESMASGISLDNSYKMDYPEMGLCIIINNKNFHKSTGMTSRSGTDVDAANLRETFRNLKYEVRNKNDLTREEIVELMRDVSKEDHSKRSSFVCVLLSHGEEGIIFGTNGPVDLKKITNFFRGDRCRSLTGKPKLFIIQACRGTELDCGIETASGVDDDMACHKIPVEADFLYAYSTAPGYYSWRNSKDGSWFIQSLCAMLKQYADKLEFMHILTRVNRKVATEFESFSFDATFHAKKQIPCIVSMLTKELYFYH
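Assay system: Procaspase-3 D3A mutant, all three cleavage aspartates alanine. Buffer or medium: Zinc-free HEPES saline buffer with Triton X-100. Times: 1 h compound preincubation, 2 h substrate hydrolysis at 25 °C. Measured by: 405 nm absorbance of p-nitroaniline, reads at 0 and 120 min. Read-out basis: percent activation relative to control range. Replicates: singlicate.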
RPL19A TOR yeast = RPL19A-GFP expression modulators in yeast, primary screen, cell-based, S. cerevisiae, multiplex flow cytometry, MLPCN | AID 2025, 2009 | percent response vs DMSO, % at 10 µM | 0.3% of 330,000 active | S. cerevisiae RPL19A-GFP strain, 3 h; active compounds read low;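 active = percent response vs DMSO below 50%; inconclusive = fewer than 70 events counted for the yeast strain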;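 also: median channel GFP fluorescence of the barcoded RPL19A-GFP strain; ratio of sample median GFP to plate DMSO average so 100% = DMSO; lower means less RPL19A-GFP as with rapamycin TOR inhibition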
proCasp7 act = procaspase-7 activators, primary screen, counter-screen for procaspase-3 activator project, biochemical, absorbance, HTS, human. Caspase-7 (Homo sapiens), P55210. recombinant procaspase-7, Ac-DEVD-pNA absorbance 405 nm; D23A/D198A/D206A triple mutant, cannot self-cleave; scale: DMSO 0, 5 µM enzyme 100. activation, % at 8.5 µM. 0.093% of 330,000 active. AID 463210, 2010;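 active = percent activation above the screen-wide mean plus 3 SD, cut at about 25% in these data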
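System: Procaspase-7 triple mutant (PC-7 D3A); measure: % activation from two-timepoint absorbance difference, scaled to controls; times: 1 h compound preincubation, 2 h substrate cleavage, 25 °C; also added: Ac-DEVD-pNA substrate, 400 µM as added; measured by: Epi-absorbance of released pNA at 405 nm, two timepoints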
Active calls of the source: *; ? = inconclusive; . = not tested or not shown.

SMILES	ZTA DNA inh	LAP4 TOR yeast	EBNA-1 inh	AHR act	MEP2-GFP yeast	proCasp3 act	RPL19A TOR yeast	proCasp7 act
N#CC(Cc1cccc(CC(C#N)(c2ccccc2)c2ccccc2)c1)(c1ccccc1)c1ccccc1	13	104	-5	0	94	-1	93	-12
CNC(=O)c1c[nH]n2c(=O)c(Cc3ccccc3F)c(C)nc12	4	98	4	3	101	6	100	1
Cc1ccc2[nH]c(=O)c(-c3nc4cc(C)ccn4c3NCc3ccco3)cc2c1	-5	100	-2	88*	97	4	97	3
COc1ccccc1C/C(N)=N/OC(=O)c1ccco1	-10	87	9	1	108	6	104	9
CN(C(=O)C1CC1)C1CCS(=O)(=O)C1 (stereo not given)	-10	97	-8	-1	102	-7	100	7
CCOc1ccccc1NC(=O)CCn1c(=O)oc2ccccc21	-14	104	-5	6	100	-6	102	10
CCOC(=O)N1CCN(Cc2nc(-c3cccc(Cl)c3)no2)CC1	-1	107	-3	4	113	0	69	3
Oc1ccc(-c2cnc(-c3ccc(O)cc3)nc2)cc1	5	102	1	7	110	8	102	-4
N#CCOc1nc(N2CCCC2)nc(N2CCCC2)n1	9	120	1	14	100	3	102	13
COc1ccccc1CCC(=O)OCC(=O)Nc1cc(S(=O)(=O)N2CCOCC2)ccc1C	1	94	-12	4	100	2	95	1
COc1cccc(NCCC(=O)c2cccc([N+](=O)[O-])c2)c1	-3	98	7	3	106	-23	106	-25
CCC(C)(C)NCC(=O)Nc1ccc(OC(F)(F)F)cc1	-17	89	13	5	98	6	93	2
COCCOC(=O)c1c(NC(=O)CNCc2ccco2)sc(C(N)=O)c1C	1	93	-3	3	103	0	104	-2
NC(=O)C1CCN(c2oc(-c3ccccc3F)nc2S(=O)(=O)c2ccc(Cl)cc2)CC1	-4	104	3	1	110	1	102	2
Cc1cccc(-c2noc(CN(C(=O)C(c3ccccc3)c3ccccc3)C(C)C)n2)c1	5	108	3	2	106	3	103	3
CCOc1ccc(S(=O)(=O)NC2CC2)cc1C(N)=O	-7	120	-3	-1	109	4	102	3
CC(C)CNC(=O)C1CCCN1S(=O)(=O)c1ccc(Cl)cc1 (stereo not given)	-1	98	12	0	103	7	100	10
COc1ccc(-n2cc(-c3ccccc3)c3c(NCCCN4CCOCC4)ncnc32)cc1	3	94	6	5	91	12	95	6
N#C/C(=C\c1cccs1)C(=O)NCC1CCCO1 (stereo not given)	-13	105	-5	0	118	-4	109	-2
COc1ccc(NC(=S)NC(=O)/C=C/c2ccco2)c(OC)c1	-8	109	-12	68*	109	5	105	2
COc1ccc(-c2csc(NC(=O)c3ccccc3NS(=O)(=O)c3ccc(C)cc3)n2)cc1	1	108	0	5	111	7	104	10
Cc1ccc(-n2c(=O)c3sccc3n(CC(=O)N3CCCC3)c2=O)cc1	-12	92	-8	-3	91	-10	92	-10
Fc1ccc(N2CCN(/C=C/c3nnnn3-c3ccccc3)CC2)cc1	1	88	-8	3	95	-3	100	-5
CCCCC(=O)Nc1ccc(S(=O)(=O)N2CCCCC2c2cccnc2)cc1 (stereo not given)	14	101	1	0	92	5	92	6
O=C(Nc1ccc(S(=O)(=O)Nc2nccs2)cc1)c1ccc(F)cc1	1	100	9	3	108	-3	100	-2

Some of the entries above in a different format:
Values run as follows: ZTA DNA inh	LAP4 TOR yeast	EBNA-1 inh	AHR act	MEP2-GFP yeast	proCasp3 act	RPL19A TOR yeast	proCasp7 act
CCC(C)(C)NCC(=O)Nc1ccc(OC(F)(F)F)cc1
  -17	89	13	5	98	6	93	2
COCCOC(=O)c1c(NC(=O)CNCc2ccco2)sc(C(N)=O)c1C
  1	93	-3	3	103	0	104	-2

Ordered by count of non-hydrogen atoms (smallest number first): some entries from above.
SMILES	ZTA DNA inh	LAP4 TOR yeast	EBNA-1 inh	AHR act	MEP2-GFP yeast	proCasp3 act	RPL19A TOR yeast	proCasp7 act
COc1ccccc1C/C(N)=N/OC(=O)c1ccco1	-10	87	9	1	108	6	104	9
COc1ccc(NC(=S)NC(=O)/C=C/c2ccco2)c(OC)c1	-8	109	-12	68*	109	5	105	2
COc1ccc(-c2csc(NC(=O)c3ccccc3NS(=O)(=O)c3ccc(C)cc3)n2)cc1	1	108	0	5	111	7	104	10

The list continues:
SMILES	ZTA DNA inh	LAP4 TOR yeast	EBNA-1 inh	AHR act	MEP2-GFP yeast	proCasp3 act	RPL19A TOR yeast	proCasp7 act
COc1cccc(/C=N/N2C(=O)NC3(CCCCC3)C2=O)c1O	-4	90	-2	13	96	-6	101	9
Cc1ccc(Cn2c(SCC(C)C)nc3c2c(=O)n(C)c(=O)n3C)cc1	7	99	4	-2	100	1	93	2
O=C(c1ccco1)N(Cc1ccco1)Cc1cc2ccccc2[nH]c1=O	-7	93	-6	0	106	0	105	8
C=CCNC(=O)C1CC(=O)N(c2ccc(OCc3ccc(F)cc3)cc2)C1 (stereo not given)	1	97	-2	8	109	2	106	-14
Cc1cc2cc(C)c(NCCNC(=O)c3ccccc3Cl)nc2cc1C	4	95	0	39	100	-1	103	-5
O=c1cc(-c2ccccc2)[nH][nH]1	9	79	20	4	97	0	116	-11
CCc1ccccc1NC(=O)CSc1nnc([C@@H](N)Cc2ccccc2)o1	1	106	6	0	100	4	102	9
COc1ccc(NC(=O)Nc2sc(=S)n(C)c2C)cc1	-17	91	-3	31	103	-10	101	-12
Cc1cccc(C)c1NC(=O)CN(C)C(=O)CN1C(=O)NC(C)(C)C1=O	-4	107	.	3	105	-6	99	6
CCOC(=O)CNC(c1ccccc1)c1cc(Br)ccc1NC(C)=O (stereo not given)	-10	93	8	1	94	3	97	-2
CC(=O)c1cccc(NC(=O)Nc2ccc(C)cc2)c1	5	105	-6	0	107	-8	100	2
CC(C)Oc1ccc(C(=O)Nc2ccc(N3CCCC3)cc2)cc1	-11	98	-14	3	93	1	107	13
COc1ccc(S(=O)(=O)N(C)CC(=O)N2CCN(c3ccc(F)cc3)CC2)cc1OC	-9	?	11	-1	?	0	?	-1
COc1ccc(OCc2cc(C(=O)N3C[C@H]4CC[C@H]3C4)no2)c(Cl)c1	-10	105	-11	14	107	6	100	9
COC(=O)c1ccc(COC(=O)CNC(=O)c2ccc(-c3ccccc3)cc2)cc1	20	103	12	-1	107	-3	106	7
O=S(=O)(c1ccc(Cl)cc1)N1CCCN(c2nc3ccc(Cl)cc3s2)CC1	0	106	-10	0	106	2	101	5
O=C(Nc1ccc(S(=O)(=O)NCC2CCCO2)cc1)c1cnccn1 (stereo not given)	-4	99	2	0	103	7	98	5
c1ccc(-n2cnnc2SCc2nc3ccccc3s2)cc1	13	93	-2	30	93	1	94	-19
Cc1ccc2c(c1)C(c1ccccc1)N(C(=O)c1c(F)cccc1Cl)CC(=O)N2 (stereo not given)	5	106	9	2	98	2	91	3
Cc1ccc(SC(C)c2nc(-c3ccccc3)no2)cc1 (stereo not given)	-8	98	-19	4	102	1	103	-1
CCn1c(CC(=O)Nc2ccccc2)nnc1SCC(=O)Nc1nnc(C)s1	-3	102	-9	-1	104	7	103	4
COc1ccc(NC(=O)Nc2ccc(F)cc2)c(C)c1	-13	99	-7	111*	100	4	90	11
Nc1ccc(C(O)(C(F)(F)F)C(F)(F)F)cc1	9	113	-6	0	102	-1	107	0
COc1cccc(C(=O)/C=C/Nc2ccc(S(=O)(=O)Nc3onc(C)c3C)cc2)c1	-2	87	2	0	96	-11	98	5
COc1cc2nc(NC(=O)c3ccc(Cl)cc3)sc(=O)c2cc1OC	0	87	-14	4	104	-4	102	-14

Reformatted in CSV form: three of the compounds above
compound,ZTA DNA inh,LAP4 TOR yeast,EBNA-1 inh,AHR act,MEP2-GFP yeast,proCasp3 act,RPL19A TOR yeast,proCasp7 act
O=c1cc(-c2ccccc2)[nH][nH]1,9,79,20,4,97,0,116,-11
CCc1ccccc1NC(=O)CSc1nnc([C@@H](N)Cc2ccccc2)o1,1,106,6,0,100,4,102,9
COc1ccc(NC(=O)Nc2sc(=S)n(C)c2C)cc1,-17,91,-3,31,103,-10,101,-12

Further results.
SMILES	ZTA DNA inh	LAP4 TOR yeast	EBNA-1 inh	AHR act	MEP2-GFP yeast	proCasp3 act	RPL19A TOR yeast	proCasp7 act
N#C/C(=C\c1ccncc1)c1nc2ccccc2o1	9	101	-4	12	92	-19	96	-3
O=c1oc2ccccc2cc1-c1ccc(O)cc1O	1	87	8	8	100	5	102	2
COc1ccc2c(/C=C/c3cc[n+](C)cc3)c[nH]c2c1	5	150*	5	4	207*	-14	116	-15
CCc1nnc(NC(=O)C(NS(=O)(=O)c2ccc3c(c2)OCCO3)C(C)C)s1 (stereo not given)	10	.	7	0	94	11	97	3
Cc1c(NC(=O)c2ccco2)c(=O)n(-c2ccccc2)n1C	24	95	6	-1	95	-5	101	15
CS(=O)(=O)c1ccc(-c2cccc(NC(=O)COc3ccccc3)c2)nn1	-9	109	-6	2	112	-3	100	15
CCCCn1c(N)c(N(CCOC)C(=O)c2ccc(-n3c(C)ccc3C)cc2)c(=O)[nH]c1=O	10	102	0	-1	100	4	98	5
O=C(c1ccco1)N1CCN(C(=O)c2cn(-c3ccccc3)nc2-c2ccccc2)CC1	18	101	.	4	104	4	100	0
CNC(=S)N/N=C/c1cn(CCOc2ccccc2OC)c2ccccc12	7	90	8	80*	90	-5	98	-7
CCOC(=O)c1c(NC(C)=O)sc2c(O)cccc12	-2	107	-18	0	99	-4	102	4
COc1ccc(N2CCN(CCCNC(=O)Nc3ccccc3)CC2)cc1	11	.	-4	1	90	3	89	12
CCOc1ccc2nc(NC(=O)C(CC)Sc3nc(C)cc(=O)[nH]3)sc2c1 (stereo not given)	1	97	-7	39	103	1	98	18
C[C@H](CO)N1C[C@H](C)[C@@H](CN(C)C(=O)Nc2ccc(C(F)(F)F)cc2)Oc2c(NC(=O)c3ccncc3)cccc2C1=O	.	90	.	1	87	7	91	4
COc1cc(C2NC(=O)NC(C)=C2C(=O)OCC2CCCCC2)ccc1O (stereo not given)	7	95	0	1	104	1	96	5
O=[N+]([O-])c1cnccc1Nc1ccccc1	9	102	2	-3	101	-6	98	3
CC(=O)CCCCn1cnc2c1c(=O)n(C)c(=O)n2C	-3	101	-2	-4	90	5	95	4
COc1ccc(S(=O)(=O)N(C)C)cc1NC(=O)CCNC(=O)c1ccco1	7	103	3	3	108	-5	105	0
CCSc1n[nH]c2nc3c(c(=O)n12)C1(CCCC1)Cc1ccccc1-3	20	93	-15	51*	95	8	93	22
Cc1ccc(C)n1-c1nn(S(=O)(=O)c2cccc(C(F)(F)F)c2)c2cccc(F)c12	6	103	4	2	92	-9	96	0
Cc1cc(-c2n[nH]c(=S)n2/N=C/C(Cl)=C/c2ccccc2)n[nH]1	4	90	15	18	101	1	107	-5
Cc1ccc(C(=O)NNC(=O)c2csc(N3CCOCC3)n2)s1	-4	103	-6	1	107	0	101	17
COc1ccccc1-c1noc(CCCC(=O)NC2CCCC2)n1	2	87	6	3	111	15	106	-1
CCCOc1ccc(Cl)cc1CNc1ccccc1	7	103	5	2	111	0	109	-4
COc1ccc(N2C(=O)CC(SC(C)C)C2=O)cc1 (stereo not given)	1	104	10	-2	113	-12	102	-4
NS(=O)(=O)c1cccc(NC(=O)COC(=O)/C(=C/c2cccs2)c2cccs2)c1	-13	97	14	0	104	15	104	2
CCN(CC)C(=O)/C(=C/c1ccc(F)cc1)NC(C)=O	-8	.	11	4	.	-4	.	-1
O=C(CCc1ccccc1)Nc1ccc(F)cc1F	7	90	7	-2	92	6	90	2
